PME-1 primary = PME-1 (human) inhibition; AID 2130; recombinant PME-1, FP-Rh probe fluorescence polarization; inhibition, % at 5.9 µM; hit rate 0.53% among 320,000;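 active means inhibition above the campaign mean of all compounds plus 3 SD, cut at about 26% in these data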;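 further: competitive labeling of PME-1 active site by serine hydrolase directed probe; 0% = PME-1 with DMSO and 100% = wells lacking PME-1 enzyme; inhibitors block probe labeling so polarization falls and inhibition rises; many of its hits are not listed in these tables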
Target sequence (Q9Y570 whole entry, looked up): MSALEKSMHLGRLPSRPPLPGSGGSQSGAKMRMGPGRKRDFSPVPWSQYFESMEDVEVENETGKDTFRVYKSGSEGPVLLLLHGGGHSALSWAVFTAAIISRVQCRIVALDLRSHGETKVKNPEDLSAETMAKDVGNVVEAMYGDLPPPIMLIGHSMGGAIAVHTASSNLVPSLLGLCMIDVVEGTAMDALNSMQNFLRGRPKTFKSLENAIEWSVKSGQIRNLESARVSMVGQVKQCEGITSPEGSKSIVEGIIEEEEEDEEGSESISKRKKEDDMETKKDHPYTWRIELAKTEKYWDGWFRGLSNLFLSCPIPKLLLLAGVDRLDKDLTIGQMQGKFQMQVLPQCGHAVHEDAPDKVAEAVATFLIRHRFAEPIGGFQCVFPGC
MCL1 BIM primary = disrupts human MCL1 binding to BIM-BH3 peptide; Q07820; GST-MCL1 / FITC-Bim-BH3 fluorescence polarization; inhibition, % at 10.9 µM; hit rate 0.68% among 320,000;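 active means inhibition above the mean inhibition of all tested compounds plus 3 SD, set per campaign, cut at about 40% in these data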;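 further: 0% = DMSO wells and 100% = unlabeled Bim-BH3 peptide control; higher means more loss of mP so more displacement of Bim peptide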
Target sequence (Q07820 whole entry, looked up): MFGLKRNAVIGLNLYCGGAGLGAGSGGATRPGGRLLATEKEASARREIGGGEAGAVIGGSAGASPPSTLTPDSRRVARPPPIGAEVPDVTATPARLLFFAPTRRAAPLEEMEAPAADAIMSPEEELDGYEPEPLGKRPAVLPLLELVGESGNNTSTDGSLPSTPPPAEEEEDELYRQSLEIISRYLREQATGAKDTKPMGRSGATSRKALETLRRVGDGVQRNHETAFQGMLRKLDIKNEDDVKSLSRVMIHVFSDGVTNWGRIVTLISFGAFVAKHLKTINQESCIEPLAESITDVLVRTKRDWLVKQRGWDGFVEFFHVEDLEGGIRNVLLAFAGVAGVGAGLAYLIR
GLD-1 RNA inh = GLD-1-TGE RNA interaction inhibition (C. elegans); Q17339; purified GLD-1 + fluorescein TGE RNA, fluorescence polarization; inhibition, % at 5.96 µM; hit rate 0.44% among 320,000;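 active means percent inhibition above a per-plate cutoff, the plate mean of test compounds plus 3 SD, cut at about 30% in these data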;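 further: 0% = DMSO wells with GLD-1 and probe and 100% = wells lacking GLD-1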
VLA-4 inh = inhibition in a human VLA-4 binding assay | P13612 | VLA-4 expressing cells, ligand binding flow cytometry | inhibition, % (about 7 µM as worked out from the volumes in the protocol) | hit rate 0.2% among 330,000 | AID 2557; in the data active means inhibition above about 50%
GRK2 inh = inhibitors of human GRK2 displacing RNA aptamer | P25098 | bead flow cytometry, FAM-aptamer displacement from GRK2 | inhibition of aptamer binding, % at 10 µM | hit rate 0.59% among 330,000 | AID 488847;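 active means inhibition of aptamer binding above 40%, roughly 3 SD of noise, on plates passing a quality check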;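 further: median bead fluorescence of bound FAM aptamer so fluorescent compounds give negative values; no value below 0 was filed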
MEX-5 binding = C. elegans MEX-5 TCR-2 RNA binding activity; AID 1832; MEX-5/FITC-TCR2 RNA binding, fluorescence polarization; hits give low values; activity score (negative = inhibition of binding), % at 10 µM; hit rate 0.38% among 300,000;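 active means inhibition past about -25% in most replicates, and total fluorescence under double the plate's negative control median, limit read from the data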;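 further: 0% = DMSO and -100% = 5 µM competing unlabeled TCR2 RNA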
Bcl-xL primary = inhibitors of human Bcl-xL. Q07817. GST-Bcl-xL / FITC-Bim BH3 peptide fluorescence polarization. inhibition, % at 10.9 µM. hit rate 0.7% among 320,000. AID 2129;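 active means inhibition above the mean of all tested compounds plus 3 SD, cutoff set per campaign, cut at about 30% in these data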;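 further: 0% = DMSO wells and 100% = unlabeled Bim-BH3 peptide competitor; inhibitors lower millipolarization by displacing the labeled peptide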
Target sequence (Q07817 whole entry, looked up): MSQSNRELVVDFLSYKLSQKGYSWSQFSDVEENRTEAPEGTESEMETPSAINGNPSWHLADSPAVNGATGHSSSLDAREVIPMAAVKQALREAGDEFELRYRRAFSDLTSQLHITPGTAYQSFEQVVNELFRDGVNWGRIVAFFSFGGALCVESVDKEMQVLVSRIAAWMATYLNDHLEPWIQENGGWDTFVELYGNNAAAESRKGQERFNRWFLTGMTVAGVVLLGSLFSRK
Fam108B inh = blocks mouse Fam108B hydrolase in RBBP9 counter-screen. recombinant Fam108B, FP-Rh probe fluorescence polarization. inhibition, % at 9.51 µM. hit rate 0.33% among 300,000. AID 1947;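 active means inhibition above the screen mean inhibition plus 3 SD, computed separately per campaign, cut at about 18% in these data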;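 further: inhibitors lower polarization as less probe binds the enzyme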
Efflux pump inh = inhibitors of Candida antifungal efflux pumps expressed in yeast. S. cerevisiae Candida pump triplex, Nile Red efflux. inhibition, % at 10 µM. hit rate 0.44% among 330,000. AID 485275;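 active means plate passing quality check with inhibition over a set limit, or well fluorescence over plate mean plus 4 SD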;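 further: Nile Red retained in pooled yeast measured as flow cytometry median fluorescence; 0% = buffer negative control and 100% = Enniatin B positive control; higher means more Nile Red kept so more efflux inhibition; some compounds called inactive have numbers as strong as hits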
Numbers without * were called inactive; / = not tested or not shown. This is a subset. The share of hits here may be higher or lower than overall.

SMILES	PME-1 primary	MCL1 BIM primary	GLD-1 RNA inh	VLA-4 inh	GRK2 inh	MEX-5 binding	Bcl-xL primary	Fam108B inh	Efflux pump inh
CC(=O)c1cc(CN2CCN(CCc3ccccc3)C(CCO)C2)cs1 (stereo not given)	-3.4	11.6	-2.2	8.3	1.0	-4.7	8.5	-1.9	0.0
CCCCNC(=O)c1nn2c(C(F)(F)F)cc(-c3ccccc3)nc2c1Br	/	/	/	1.0	2.0	-1.7	/	/	0.0
COc1cc(/C=C/C(=O)Nc2cccc(S(=O)(=O)N3CCOCC3)c2)ccc1OCC#N	-28.5	1.5	1.6	-8.0	1.0	/	0.7	/	-0.1
CC(C)n1nc(C(=O)Oc2cccc(Cl)c2Cl)c2ccccc2c1=O	-3.5	-2.0	2.6	7.5	0.0	-0.6	4.3	1.1	-0.1
COc1cccc(/C=C/C(=O)OCC(=O)c2ccc3c(c2)NC(=O)CO3)c1	-19.3	-8.0	2.0	-0.2	0.0	/	-17.2	/	0.0
O=C(OCc1ccc([N+](=O)[O-])cc1)c1ccc(N2CCCC2)c([N+](=O)[O-])c1	5.4	0.8	-1.5	9.6	11.0	-1.6	3.6	0.6	0.0
Cc1nn(-c2ccccc2)c2sc(C(=O)O)cc12	0.1	11.7	1.9	-0.5	1.0	1.2	7.6	-3.5	-0.1
CCC(CC)COC(=O)C(C#N)c1nc2ccccc2nc1N1CCN(CC)CC1 (stereo not given)	-2.6	8.4	4.9	6.3	0.0	-3.8	3.5	0.0	0.0
CCOC(=O)CNC(=O)c1cccnc1Oc1ccc(Cl)cc1	-1.4	4.1	-2.8	-2.3	0.0	-0.9	3.9	-0.1	0.0
CN(c1ccc(C(=O)Nc2nccs2)cc1)S(=O)(=O)c1ccccc1	4.2	6.5	3.1	-18.6	0.0	-0.5	1.9	-1.8	0.0
COc1ccc(-c2[nH]ncc2CN(CCO)CC23CC4CC(CC(C4)C2)C3)c(OC)c1	-3.4	2.0	-5.2	5.7	0.0	-0.1	0.9	-7.3	0.0
CSc1ccn(CCC(=O)O)c(=O)n1	2.5	2.2	4.3	5.1	2.0	-0.3	1.0	3.0	0.1
CCCS(=O)(=O)Nc1c(OC)ccc2c1c(C(=O)OCC)c(C)n2C	-3.2	7.2	2.0	6.1	1.0	-1.1	0.8	-0.7	-1.2
CCOC(=O)c1c(C)oc2c1cc(NS(=O)(=O)c1ccc(C(=O)O)cc1)c1ccccc12	-5.3	15.9	4.4	1.2	0.0	-7.1	9.7	3.0	0.0
Cc1ccc(N(CN2C(=O)NC(C)(C)C2=O)CN2C(=O)NC(C)(C)C2=O)cc1	-1.5	-3.4	-4.0	-4.2	1.0	0.2	3.7	1.2	0.0
O=C(NC1CCCCC1)c1ccccc1NC(=O)C1CC(=O)N(c2ccccc2)C1 (stereo not given)	-2.3	3.6	-5.3	-1.2	11.0	-2.8	1.7	-0.7	-0.1
COc1ccc(C(=O)NNC(=O)CN2CCC(n3nnc4cc(C(F)(F)F)ccc43)CC2)cc1	2.1	4.9	1.6	9.0	5.0	0.3	3.8	3.1	0.0
Cc1ccc(NC(=O)CN(C)C(=O)Cn2c(=O)oc3ccccc32)cc1	-1.7	-24.3	-12.0	-63.5	0.0	/	-13.1	/	0.1
COC(=O)C(C)Oc1ccc(-c2nccc(-c3cccs3)n2)cc1 (stereo not given)	-9.7	-2.7	5.9	1.5	0.0	-6.1	-0.2	-0.3	0.0
COc1ccc(/C(C)=N/NC(=S)NCCc2ccccc2)c(O)c1	25.3	6.8	5.5	-3.6	0.0	0.0	3.3	2.6	0.1
O=S(=O)(NCc1ccc(Cl)cc1Cl)c1cccs1	11.6	2.0	8.2	6.1	0.0	0.8	2.4	-2.7	0.0
O=C(COC(=O)c1cccnc1Cl)NCCCc1ccccc1	-2.8	-1.9	3.3	9.2	0.0	/	-1.7	/	0.2
CN1CCN(C(=O)CN(Cc2ccc(Cl)cc2)S(C)(=O)=O)CC1	1.2	3.8	-2.9	-5.8	2.0	/	1.7	-3.6	0.0
COc1ccc(NC(=O)c2c(N)no[n+]2[O-])c(OC)c1	-7.2	-0.5	3.7	7.9	3.0	1.6	2.5	2.3	-0.1
COc1cc(CNC(=O)C2CCCN2S(=O)(=O)c2ccccc2)cc(OC)c1OC (stereo not given)	3.0	-2.1	5.2	5.5	5.0	2.3	4.7	0.7	0.1
Clc1ccc(OCCOCCN2CCCCC2)c(Br)c1	5.9	4.2	0.7	5.7	0.0	1.4	0.9	0.4	0.0
O=C(NC(Cc1ccc(O)cc1)C(=O)O)c1ccco1 (stereo not given)	1.4	9.9	-3.2	3.2	0.0	0.9	3.4	-1.5	-0.1
CC(O)/C=C/c1ccc2ccccc2n1 (stereo not given)	5.3	6.6	4.7	-2.8	1.0	-0.1	0.4	-1.4	0.2
N#CCCS(=O)(=O)c1ccc(N)cc1	-3.1	9.7	-2.2	2.2	0.0	-2.2	1.6	8.9	-0.3
CCCCNC(=O)c1ccc2nc(-c3ccco3)c(-c3ccco3)nc2c1	2.9	59.5*	7.9	-4.2	1.0	-0.4	40.6*	8.0	-0.1
COc1cccc(CNC(=O)Cc2nc3nc(C)cc(C)n3n2)c1	0.9	-1.9	-11.2	1.1	0.0	1.4	-0.5	3.0	0.2
O=[N+]([O-])c1ccc(N2CCN(c3ccc(Cl)nn3)CC2)cc1NC1CC1	-5.5	0.8	2.2	35.3	64.0*	0.8	1.0	1.6	0.0
C=CCn1c(-c2ccoc2C)n[nH]c1=S	12.7	6.2	-1.5	10.0	0.0	0.6	2.2	-0.2	0.2
COc1ccc(C(=O)Nc2ccccc2C(=O)N/N=C/c2ccco2)cc1	-12.0	4.9	-4.6	5.8	1.0	-11.8	0.0	1.2	0.2
COc1ccc(CNC(C)C23CC4CC(CC(C4)C2)C3)c(OC)c1OC (stereo not given)	5.9	5.2	-4.6	0.9	3.0	3.4	5.5	5.1	0.2
COCCCNC(=O)COc1ccc(-c2nccc(-c3ccccn3)n2)cc1	-4.6	0.8	7.3	3.8	0.0	-0.9	2.4	1.2	0.0
NC(=O)C1CCN(C(=O)CN2C(=O)c3ccccc3S2(=O)=O)CC1	0.3	4.2	0.9	3.8	0.0	-4.8	-0.1	-1.4	-0.1
O=C(CSc1ccc([N+](=O)[O-])cn1)Nc1ccccc1N1CCOCC1	9.2	3.9	-2.2	2.4	0.0	0.6	6.9	4.8	1.6
c1cncc(CNC2CCCc3ccccc32)c1 (stereo not given)	4.3	7.7	3.5	1.8	0.0	-1.3	4.5	1.4	-0.1
Cc1nc(SCC(=O)NC2CCCCC2)[nH]c(=O)c1C	-2.0	4.6	3.5	8.0	2.0	-1.5	1.4	-0.3	0.6
COc1ccc(Cl)cc1-n1c(C)cc(C(=O)O)c1C	-1.3	-10.6	3.4	0.2	2.0	2.5	-2.1	1.6	0.0
C/C(=N\N1CCN(Cc2ccc(Cl)cc2)CC1)c1ccc(F)cc1	-0.7	-0.4	0.6	-3.0	0.0	0.9	0.9	-4.3	0.4
Cc1ccc(/C=N/Nc2nc(Cl)c(Cl)cc2Cl)s1	5.2	5.8	0.3	-3.8	4.0	-1.6	-0.2	1.0	-0.1
CCOC(=O)C1(Cc2ccccc2Cl)CCN(Cc2csc(C(C)=O)c2)CC1	2.9	3.7	4.1	32.4	1.0	2.6	3.2	1.7	-0.2
COc1cc(C2=CN(Cc3ccccc3)CCC2=O)cc(OC)c1OC	/	/	1.5	8.2	0.0	/	/	/	0.0
CCN(CC)C(=O)c1[nH]cnc1C(=O)Nc1ccc(Cl)cc1	-5.2	-1.5	7.0	-3.3	0.0	/	-0.2	/	-0.4
CC(=O)N1CCC(=NNS(=O)(=O)c2ccc(C)c([N+](=O)[O-])c2)CC1	6.1	2.8	3.9	8.1	0.0	1.0	-0.6	3.6	0.0
O=C(NCc1ccco1)C1CC(=O)N(c2ccc(Cl)cc2)C1 (stereo not given)	3.7	6.0	-3.6	5.7	0.0	-0.5	5.1	-0.9	-0.1
CCn1c(SCC(=O)N2CCc3ccccc32)nnc1-c1c[nH]c2ccccc12	3.9	2.2	-1.7	-14.2	0.0	1.0	1.4	-1.9	-0.2
CCOC(=O)[C@@H]1[C@H]2COc3ccc(Br)cc3[C@@H]2N2C(=O)N(c3ccc(Br)cc3)C(=O)[C@]12C	-1.5	-4.0	1.5	-8.8	2.0	-0.1	-1.1	-8.5	0.3
COc1ccc(C2NC(=S)NC3=C2CCc2ccccc23)cc1OC (stereo not given)	-0.7	8.1	2.7	-0.5	1.0	-1.8	0.6	5.0	0.0
Cc1ccc(NC(=O)N(Cc2ccc3c(c2)OCO3)Cc2cc3cc4c(cc3[nH]c2=O)OCCO4)cc1	-10.3	1.2	-0.3	2.0	0.0	-0.2	4.7	-17.3	0.1
Cc1cc(C)cc(NC(=O)C(=O)NCCCN2CCCC2=O)c1	3.0	-3.3	8.3	-20.8	2.0	-0.6	-3.5	4.3	-0.1
CCOc1ccc(CNC(=O)C2CCC(=O)N2C2CCCC2)cc1OC (stereo not given)	-0.7	7.6	8.0	-10.3	2.0	0.5	5.2	0.3	-0.1
CCC(C)[C@H](NC(=O)NCc1ccc(Cl)cc1)C(=O)O (stereo not given in full)	-0.2	0.1	4.5	5.4	2.0	-1.8	3.2	-21.1	-0.1
CCOC(=O)C1(CCOc2ccccc2)CCN(Cc2cccc(OC)c2)CC1	-5.4	0.1	-2.7	5.2	0.0	-9.8	-1.2	-1.8	0.0
O=C(CCn1nnc2ccccc21)N/N=C\Cc1ccccc1	-3.0	5.7	7.5	26.6	0.0	1.1	4.6	-4.3	-0.1
O=C(Nc1nc(-c2ccc(-c3ccccc3)cc2)cs1)C1CCCO1 (stereo not given)	1.6	0.2	7.3	-0.1	0.0	0.3	3.4	1.7	0.0
CN(Cc1nccs1)C(=O)c1ccc2nc(Cc3ccccc3F)oc2c1	-7.8	3.0	1.4	15.9	3.0	1.8	9.0	2.2	0.0
O=S(=O)(c1cc(-c2nnc(-c3ccc(Br)cc3)o2)ccc1Br)N1CCCCCC1	-11.4	3.4	2.5	10.0	2.0	-4.1	3.1	-5.6	0.0

Additional records.
SMILES	PME-1 primary	MCL1 BIM primary	GLD-1 RNA inh	VLA-4 inh	GRK2 inh	MEX-5 binding	Bcl-xL primary	Fam108B inh	Efflux pump inh
COc1ccc(N2CCN(c3nc4cc(C)ccc4cc3C=O)CC2)cc1	-0.5	2.8	3.1	-0.9	3.0	1.0	4.6	2.8	-0.1
Cn1c(=O)nc2n(Cc3ccccc3)c3ccccc3cc-2c1=O	0.4	-21.9	1.2	21.7	0.0	-2.3	-1.8	-1.7	0.0
Nc1ccc(-c2nc3cc([N+](=O)[O-])ccc3o2)cc1	-1.3	-0.6	3.5	-3.2	5.0	1.8	10.4	3.3	-0.1
CCc1cccc(C)c1NC(=O)COC(=O)CNS(=O)(=O)/C=C/c1ccccc1	0.0	-2.1	-6.8	5.7	0.0	1.9	-1.2	1.4	0.4
CCOc1ccc2oc(-c3ccccc3)c(C(=O)O)c2c1	3.5	5.5	5.0	1.5	2.0	-0.4	5.3	2.2	-0.1

High-throughput results deposited in PubChem by several laboratories.
